# Screening results deposited in PubChem BioAssay by several laboratories.
# MBD2 DNA inh = inhibitors of MBD2 binding to methylated DNA, primary screen, biochemical, TR-FRET, DNA-binding domain, human | MBD2 binding to methylated oligonucleotide | inhibition, % at 4.4 µM | 370,000 compounds, 0.31% hits; in the data active means inhibition above about 13%
# TCR-CD3 inh = inhibitors of human TCR-CD3 interaction, primary screen, biochemical, fluorescence, TAMRA-labeled TCR probe. 360,000 compounds, 0.37% hits. inhibition, % at 9.4 µM. T-cell receptor (TCR); in the data active means inhibition above about 19%;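 further: recombinant mutant TCR 2C K166C tagged with TAMRA read by polarization; 0% = receptor in buffer alone and 100% = receptor with positive control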
# LEDGF integ inh = blockers of LEDGF/p75-dependent integrase strand transfer – biochemical, TR-FRET, high throughput, primary screen; TR-FRET IN-LEDGF/p75 DNA integration, Eu/Cy5; inhibition, % at 3.7 µM; 370,000 compounds, 0.64% hits; HIV-1 integrase (with human LEDGF/p75);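 active means inhibition above the screen-wide mean plus 3 SD, cut at about 13% in these data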;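 further: signal is the Cy5 over europium emission ratio at 671 and 618 nm; 0% = plate median of compound wells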
# UHRF1 MBD2 ctr = UHRF1 methylated DNA binding inhibitors, primary screen, counter-screen for MBD2 inhibitor project, biochemical, TR-FRET, human UHRF1, single concentration; 370,000 compounds, 0.75% hits; UHRF1 binding to methylated oligo; inhibition, % at 4.4 µM; E3 ubiquitin-protein ligase UHRF1 (Homo sapiens), Q96T88; in the data active means inhibition above about 21%;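 further: UHRF1 SRA domain binding a hemimethylated CpG hairpin DNA probe; 0% = median of test compound wells and 100% = reference inhibitor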
# rCAG RNA binder = binders of r(CAG) RNA repeats, primary screen, biochemical, fluorescence. 370,000 compounds, 1.3% hits. r(CAG) RNA repeat, TO-PRO-1 dye displacement fluorescence. inhibition, % at 3 µM;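 active means inhibition above the plate cutoff, the mean of all test compounds on that plate plus 3 SD, cut at about 35% in these data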;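 further: 0% = DMSO alone and 100% = 100 µM mitoxantrone as full dye displacement; higher means more dye released from RNA so lower well fluorescence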
# HTRA1 inh = HTRA1 serine protease inhibitors, primary screen, biochemical, fluorescence polarization, HTS | recombinant HTRA1, FP-rhodamine activity-based probe | Q92743 | inhibition, % at 5.96 µM | 340,000 compounds, 0.5% hits; in the data active means inhibition above about 36%;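 further: 0% = enzyme with DMSO and 100% = wells lacking enzyme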
# NR1D1 modulator = modulators of Rev-erb alpha DNA binding, primary screen, biochemical, FITC-DNA, fluorescence polarization, uHTS | Nuclear receptor subfamily 1 group D member 1 (Homo sapiens), P20393 | Rev-erbα–FITC-DNA binding, 90 min | activity, % at 10 µM | 370,000 compounds, 0.79% hits;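 active means activity above about 14%, limit read from the data; passing the limit was not always enough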;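 further: 0% = DMSO wells with 35 nM protein and 100% = DMSO wells with 750 nM protein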
# Target sequence (P20393 whole entry, looked up): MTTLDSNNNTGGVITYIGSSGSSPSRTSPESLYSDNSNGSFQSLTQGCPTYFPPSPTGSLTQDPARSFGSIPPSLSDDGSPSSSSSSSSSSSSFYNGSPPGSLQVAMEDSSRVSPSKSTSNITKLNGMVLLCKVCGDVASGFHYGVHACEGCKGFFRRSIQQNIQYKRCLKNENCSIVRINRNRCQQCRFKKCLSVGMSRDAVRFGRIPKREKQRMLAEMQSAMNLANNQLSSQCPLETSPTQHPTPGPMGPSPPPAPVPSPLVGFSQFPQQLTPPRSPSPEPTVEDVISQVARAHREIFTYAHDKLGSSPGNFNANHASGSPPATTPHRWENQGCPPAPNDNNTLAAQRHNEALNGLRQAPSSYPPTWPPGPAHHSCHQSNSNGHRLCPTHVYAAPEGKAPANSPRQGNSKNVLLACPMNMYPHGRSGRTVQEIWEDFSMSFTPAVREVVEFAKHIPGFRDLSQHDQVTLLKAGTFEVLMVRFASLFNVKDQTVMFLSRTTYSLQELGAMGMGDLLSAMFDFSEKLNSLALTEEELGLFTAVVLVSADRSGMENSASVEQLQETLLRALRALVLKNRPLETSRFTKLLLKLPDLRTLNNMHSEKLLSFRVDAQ
# PRMT1 FP inh = PRMT1 methyltransferase inhibitors, primary screen, biochemical, fluorescence polarization | Protein arginine N-methyltransferase 1 (Homo sapiens), Q99873 | recombinant PRMT1, activity-based probe fluorescence polarization | inhibition, % at 2.79 µM | 370,000 compounds, 1.3% hits | AID 652257, 2013;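 active means inhibition above about 21% made by adding two undisclosed values, limit read from the data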
# Target sequence (Q99873 whole entry, looked up): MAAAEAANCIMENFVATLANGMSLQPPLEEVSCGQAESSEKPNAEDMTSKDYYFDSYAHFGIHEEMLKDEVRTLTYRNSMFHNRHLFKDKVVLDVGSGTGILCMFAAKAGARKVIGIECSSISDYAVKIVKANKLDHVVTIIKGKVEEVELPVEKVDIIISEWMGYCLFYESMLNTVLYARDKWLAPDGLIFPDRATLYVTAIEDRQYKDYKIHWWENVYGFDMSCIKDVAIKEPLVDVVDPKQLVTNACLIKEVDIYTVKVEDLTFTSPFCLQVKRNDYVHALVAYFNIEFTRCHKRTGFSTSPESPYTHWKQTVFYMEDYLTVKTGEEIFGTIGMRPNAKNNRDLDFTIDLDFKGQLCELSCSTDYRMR
# PG9 binder = binders of HIV-1 gp120 antibody PG9, primary screen, biochemical, TR-FRET; HIV-1 gp120 / PG9 antibody interaction; TR-FRET gp120-PG9 antibody binding; inhibition, % at 6.7 µM; 360,000 compounds, 0.43% hits; AID 624416, 2012; in the data active means inhibition above about 8.5%
# ABHD4 inh = ABHD4 inhibitors, primary screen, biochemical, fluorescence polarization, mouse | purified mABHD4, FP-Rh probe fluorescence polarization | inhibition, % at 8.92 µM | 370,000 compounds, 0.54% hits;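 active means inhibition exceeding the mean over every tested compound plus 3 SD, cut at about 30% in these data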;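 further: 0% = plate median of compound wells and 100% = S159A mutant with DMSO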
#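 assay system = mABHD4 protein | compound dosing = single nominal dose of 8.92 µM, 0.89% DMSO final | read-out basis = percent inhibition of probe binding, normalized to plate controls | schedule = Enzyme–compound pre-incubation 45 min, then probe 60 min, both 25 °C | detection = fluorescence polarization, excitation 525 nm, emission 598 nm, BODIPY TMR filters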
# * marks the source's active call; other numbers are inactive results; nt = not tested or not shown. Only part of the results is shown (hit frequency here may not be typical).
Compound	MBD2 DNA inh	TCR-CD3 inh	LEDGF integ inh	UHRF1 MBD2 ctr	rCAG RNA binder	HTRA1 inh	NR1D1 modulator	PRMT1 FP inh	PG9 binder	ABHD4 inh
COC(=O)/C(=C\C(=O)c1ccccc1)Nc1ccc(OC)cc1	0	8	2	-3	4	2	-8	3	1.4	4
Cc1c(OCC(=O)C(C)(C)C)ccc2c3c(c(=O)oc12)CCCC3	-4	-1	-1	-2	-5	2	1	-3	0.0	-1
COC(=O)CCS(=O)(=O)c1ccc(NC(C)=O)cc1	1	6	-3	-1	0	-2	-8	-3	0.5	-1
N#Cc1nc(COc2ccccc2)oc1N1CCOCC1	-3	0	-1	0	-3	2	8	-1	0.6	-1
Cc1cc(C)nc(NS(=O)(=O)c2ccc(NC(=S)NC(=O)C3CCCC3)cc2)n1	-3	-4	-6	-1	16	1	-4	3	1.5	2
CCc1[nH]nc(C(=O)N2CCCC(C(=O)c3cccc(C(F)(F)F)c3)C2)c1C (stereo unspecified)	-2	-8	4	1	-7	4	-5	-2	-2.9	-1
CCCCCCSc1ccc(-c2nc3ccc(C)cn3c2NC2CCCCC2)cc1	-4	-1	-1	1	0	-23	-1	1	0.7	8
COC1OC2COC(c3ccccc3)OC2C(O)C1NC(=O)c1ccccc1 (stereo unspecified)	2	1	-3	1	1	-2	6	-4	-1.3	2
CCOC(=O)N1CCN(S(=O)(=O)N2CCCC(C(=O)NCc3ccc(OC)cc3OC)C2)CC1 (stereo unspecified)	3	-4	-2	1	-8	3	-2	4	-1.1	2
C=C[C@H]1C(O[C@@H]2O[C@H](CO)[C@@H](O)[C@H](O)[C@H]2O)OC=C2C(=O)N3CCc4cc(OC)c(O)cc4[C@H]3C[C@H]21 (stereo partly specified)	3	0	2	0	-2	-16	-1	-5	-0.4	2
Cc1cc(C)n2nc(C(=O)N/N=C/C=C/c3ccccc3)nc2n1	-6	7	0	-1	0	nt	0	1	-1.9	3
Cc1cnc(CN2CCCC(C(=O)c3ccc4c5c(cccc35)CC4)C2)[nH]1 (stereo unspecified)	-3	-3	2	-3	-2	-3	6	3	-0.7	4
Cc1ccc(Cl)cc1NS(=O)(=O)N1CCOCC1	0	9	1	-2	1	4	0	2	-2.3	3
Cc1cccc(NC(=S)NCCC(C)C)c1	2	0	-1	-2	0	-1	2	-1	-2.9	0
COc1ccc(N2CCN(C(=O)NCc3cccc(OC)c3)CC2)cc1	2	5	-6	-2	-7	10	3	0	-1.6	2
O=S(=O)(/N=C(/Nc1cccc2ccccc12)c1ccccc1)c1cccs1	3	9	-1	0	4	-12	0	-1	-2.1	-12
COc1ccc(NS(=O)(=O)c2cc(NC(=O)C3CC3)ccc2N2CCOCC2)cc1	3	-7	0	1	0	-2	3	3	0.6	3
O=C(NCCN1CCC(n2c(=O)[nH]c3ccccc32)CC1)c1cccnc1	1	1	-1	0	1	nt	-6	1	-0.2	4
Cc1c(CCC(=O)N[C@@H](C)C(=O)O)c(=O)oc2cc3oc4c(c3cc12)CCCC4	3	4	0	1	28	-11	-4	2	-0.3	-2
CCOC1=C2CN(S(=O)(=O)c3ccc(C)cc3)C(c3ccc(CC)cc3)CC2N(S(=O)(=O)c2ccc(C)cc2)C(c2ccc(CC)cc2)C1 (stereo unspecified)	0	-5	4	1	9	nt	-1	-4	-1.8	-5
O=c1cnnc(Nc2ccc(F)cc2)[nH]1	-5	8	5	0	2	4	-3	-4	1.2	1
O=C(CSc1nc2ccccc2c(=O)n1Cc1ccco1)N1CCN(c2ccccc2)CC1	-4	0	-3	-1	-2	-11	1	-4	0.1	-4
COc1ccccc1-c1nnc(SCC(=O)N2CCOCC2)n1-c1ccccc1	-2	4	2	2	-3	10	-2	1	0.9	-3
CCOc1ccc(S(=O)(=O)NCc2ccc(C)cc2)c2cccnc12	-1	-3	-4	2	1	0	-7	3	-0.1	-10
CC12CCCC(=O)C1CCC(=Cc1ccco1)C2=O (stereo unspecified)	2	1	-1	-3	2	4	-4	0	-1.3	3
COc1ccc(CNC(=O)C2CCCN2C(=O)NC2CCCCC2)cc1 (stereo unspecified)	2	-6	-1	1	-3	10	7	2	3.0	6
O=C(Cc1sc(Nc2ccccc2)nc1-c1ccccc1)NCc1ccccn1	0	-7	5	3	11	-11	0	1	-1.6	2
CCOc1ccc2[nH]c(=O)c(C(c3nnnn3CCOC)N3CCOCC3)cc2c1 (stereo unspecified)	-2	7	-2	-1	3	4	1	1	-1.4	1
O=C(Nc1cccc(-c2nn[nH]n2)c1)c1cccs1	-3	0	2	2	-1	-2	5	-1	-1.8	-22
CCCN(CCC)c1nc(N)nc(-c2cc(Cl)ccc2OC)n1	1	5	-3	-1	-8	-13	3	-1	-2.2	0
COc1ccc(OCC(=O)Nc2ccc3oc(-c4ccncc4)nc3c2)cc1	6	0	-4	0	-5	2	-5	2	-2.0	10
CC12CC(O)C3c4ccc(O)cc4CCC3C1CCC2=O (stereo unspecified)	2	4	-6	-1	-3	-13	7	-1	-0.1	2
Cc1ccc(Oc2ccc(NC(=O)CCC(=O)OCC(=O)c3cccs3)cc2)cc1C	-8	2	0	-3	-2	-3	3	-1	-1.3	-5
O=C(CSc1ncn[nH]1)NCc1ccc2c(c1)OCO2	-2	1	-4	-3	1	4	3	-2	-1.8	5
O=C(COC(=O)CSc1ccc(F)cc1)NCc1ccco1	2	-5	-1	1	3	7	-6	7	-0.5	6
COc1ccc(OCCC(=O)OCC(=O)NCc2ccccc2OC)cc1	2	-4	-1	-2	-7	2	1	0	-0.1	0
CCOc1cc(/C=N/Nc2ccccc2Cl)ccc1OCC(=O)O	1	3	-3	-2	16	-3	-15	-2	-1.6	-6
COC(=O)C1=C(C)NC(C)=C(C(=O)O[C@@H]2CCCN(Cc3ccccc3)C2)[C@@H]1c1cccc([N+](=O)[O-])c1	4	2	-5	3	9	-27	6	2	1.6	-6
CC(C)CC(=O)NC(c1ccccc1Cl)c1c(O)ccc2ccccc12 (stereo unspecified)	2	1	-2	1	6	-36	-3	-2	-2.0	-18
CC(C)N(C(=S)NC1CC2CCC1C2)c1ccccc1 (stereo unspecified)	-5	6	-1	0	-2	-1	10	-5	-2.7	-7
Nc1c(-c2ccccc2)cnc2cc(-c3ccccc3)nn12	3	2	6	0	-2	-11	0	-3	0.0	0
CCOC(=O)c1c(CN(CC)CC)n(-c2ccccc2)c2ccc(O)cc12	6	-3	2	2	-7	3	6	-7	-3.6	-1
CCOc1ccc(CN(C)C(=O)NNC(=O)c2ccc(C)cc2)cc1OC	1	6	6	1	-1	-7	-2	-2	-3.4	-6
Cc1ccc(C)c(N2CCN(C(=O)c3ccc(CSc4nc5ccncc5[nH]4)cc3)CC2)c1	-9	2	0	0	6	-7	5	0	0.8	4
Cc1ccccc1CN1CCN(CC2CC3C=CC2C3)CC1 (stereo unspecified)	-4	5	-1	1	-3	-1	1	2	1.2	-12
CCC(C)[C@H](NC(=O)N1CCC(C)CC1)C(=O)OC (stereo partly specified)	3	-7	-2	11	-7	5	0	3	2.2	0
C/C(=N\NC(=O)c1cc(C(C)C)[nH]n1)c1ccco1	1	-1	-1	-1	0	-4	1	1	-3.6	7
O=C(c1cccc(C(F)(F)F)c1)C1CCCN(Cc2cccc(OCCO)c2)C1 (stereo unspecified)	5	1	-1	3	-9	-18	0	1	-1.4	0
COc1ccc2c3n([n+]([O-])c2c1)CCN=C3c1ccc(C)cc1	5	1	1	9	3	-5	-1	-1	-1.4	3
C/C(CC(=O)Nc1cc(Cl)ccc1C)=N\NC(N)=O	-3	-14	-1	-6	2	1	-5	3	0.2	-8
Cc1ccc(C(=O)NC(=S)Nc2cccc(NC(=O)c3ccccc3Cl)c2)cc1[N+](=O)[O-]	2	5	1	-4	12	-10	2	-5	-2.4	-11
O=C(COC(=O)[C@@H]1CC(O)CN1S(=O)(=O)c1ccc(Cl)cc1)NC(=O)NCc1ccccc1 (stereo partly specified)	8	7	1	5	-2	-2	1	8	-1.8	-12
Nc1ccc(NC(=O)CCN2CCOCC2)cc1	-2	4	1	-1	-3	4	0	-1	-1.8	-2
CC(C)NCCCCOc1ccc(Br)cc1Cl	5	-4	2	13	4	-3	2	6	0.0	13
CC(NC(=O)CN(c1ccccc1F)S(C)(=O)=O)c1ccccc1 (stereo unspecified)	-2	-1	6	2	0	5	3	-3	-1.2	-6
Cc1cc(OC(=O)c2ccccc2F)c([N+](=O)[O-])c(=O)[nH]1	0	4	1	-1	3	3	-5	-1	1.7	-5

# Full records from above. Order of screens: MBD2 DNA inh	TCR-CD3 inh	LEDGF integ inh	UHRF1 MBD2 ctr	rCAG RNA binder	HTRA1 inh	NR1D1 modulator	PRMT1 FP inh	PG9 binder	ABHD4 inh
# Profile of O=C(COC(=O)[C@@H]1CC(O)CN1S(=O)(=O)c1ccc(Cl)cc1)NC(=O)NCc1ccccc1 (stereo partly specified) : 8	7	1	5	-2	-2	1	8	-1.8	-12
# Profile of C/C(CC(=O)Nc1cc(Cl)ccc1C)=N\NC(N)=O : -3	-14	-1	-6	2	1	-5	3	0.2	-8

# Other entries:
Compound	MBD2 DNA inh	TCR-CD3 inh	LEDGF integ inh	UHRF1 MBD2 ctr	rCAG RNA binder	HTRA1 inh	NR1D1 modulator	PRMT1 FP inh	PG9 binder	ABHD4 inh
O=C(Nc1ccccc1F)C1CC1c1ccccc1 (stereo unspecified)	-1	2	-1	3	-1	-9	10	1	-2.1	-3
COc1cccc(CNC(=O)C2CCCN(c3ncccn3)C2)c1OC (stereo unspecified)	0	nt	-4	1	0	nt	0	1	nt	2
CN(C)c1ccc(NC(=S)NC23CC4CC(CC(C4)C2)C3)cc1	-1	-3	0	-7	1	10	3	-1	-1.5	5
COc1cc2c(-c3cc(F)cc(F)c3)c(-c3ccsc3)oc(=O)c2cc1OC	-2	1	-2	1	2	-3	1	0	0.7	1
O=C(NC(Cc1ccccc1)C(=O)O)/C(=C\c1ccccc1F)NC(=O)c1ccccc1 (stereo unspecified)	-2	-1	2	-2	4	-1	-2	1	-0.7	-1
O=C(Nc1ccc(OC(F)F)c(Cl)c1)C(c1ccccc1)c1ccccc1	-2	2	-3	-2	4	-65	-6	-2	-2.3	-59
Cn1nc(C2CC2)cc1NC(=O)C1(C)CCN1C(=O)CC(c1ccccc1)c1ccccc1 (stereo unspecified)	-7	0	1	0	2	nt	-5	-1	-0.7	3
O=C(NC(c1ccccc1)C(Cl)Cl)c1ccccc1 (stereo unspecified)	5	1	0	2	-1	4	5	-3	1.4	2
CSc1ccccc1NC(=O)c1ccncc1	4	2	-1	-1	3	-1	-6	0	1.4	1
